HT1080-NT tox – qHTS for induction of synthetic lethality in tumor cells producing 2HG: qHTS for the HT-1080-NT fibrosarcoma cell line; HT-1080-NT fibrosarcoma viability, CellTiter-Glo ATP luminescence, 48 h; Potency, µM (doses to about 46.1 µM), for inactives: at the top dose activity, negative = less viability, usual class: cytotoxic; hit rate 1.6% among 360,000; AID 686970, 2013;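 also: NT is the 2HG producing partner of a matched IDH1 knockdown line; potency is read from the fitted curve at half-maximal effect; 0% = DMSO-treated cells and -100% = media-only wells without cells; nearly all actives have a fitted effect of over 55% in size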
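A 48-hour cytotoxicity screen used HT-1080-NT cells plated 2 hours before compound delivery. ATP-based CellTiter-Glo luminescence measured viability, normalized to DMSO and no-cell controls.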
S2 tox – Viability Counterscreen for Primary qHTS for Inhibitors of ATXN expression. S2 cells (HEK-293 line with an ATXN2-luciferase reporter) viability, CellTiter-Fluor protease fluorescence, 24 h. Potency, µM (highest dose often 56.7 µM), usual class: cytotoxic. hit rate 0.49% among 400,000; also: potency is read from the fitted curve at half-maximal effect; nearly all actives have a fitted effect of over 40% in size
MCF10A rerep – A quantitative high throughput screen for small molecules that induce DNA re-replication in MCF 10a normal breast cells | Potency, µM (titrated, usually from 46.1 µM), for inactives: at the highest dose activity, positive = re-replication, usual class: activators | MCF 10A DNA re-replication, Hoechst nuclear intensity, 48 h | hit rate 2.9% among 350,000; also: potency is read from the fitted curve at half-maximal effect; % of control where 0% means no effect; nearly all actives have a fitted effect of over 50% in size
KB-3-1 tox – qHTS assay for MDR1-selective chemotherapeutics: Primary screen using the parental adenocarcinoma cell KB-3-1 | KB-3-1 viability, CellTiter-Glo ATP luminescence, 72 h | Potency, µM (series often up to 46.1 µM), for inactives: top-dose activity change, negative = cytotoxic, usual class: cytotoxic | hit rate 1.4% among 400,000 | AID 1347075, 2019; also: potency is read from the fitted curve at half-maximal effect; % is scaled to controls: 0 for no effect and ±100 for the full control effect; nearly all actives have a fitted effect of over 60% in size
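KB-3-1 cells, DMEM (no phenol red) + 10% FBS; compound by pin transfer, 72 h, 37 °C. Readout: CellTiter-Glo luminescence after 10 min. Data normalized, curve-fitted.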
HT1080 IDH1KD tx – qHTS for induction of synthetic lethality in tumor cells producing 2HG: qHTS for the HT-1080-IDH1KD cell line; hit rate 2% among 360,000; Potency, µM (titrated, usually from 46.1 µM), for the others: top-dose activity, negative = toxicity, most hits filed as cytotoxic; AID 686971, 2013; HT-1080 IDH1 knockdown viability, ATP luminescence, 48 h;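 also: potency is read from the fitted curve at half-maximal effect; 0% = DMSO wells and -100% = cell-free medium wells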
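After a 2 h attachment period, IDH1KD HT-1080 cells took pin-transferred compound for 48 h at 37 °C; ATP-based luminescence after 10 min room-temperature reagent incubation reported viability.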
KB-V1 cytotox – qHTS assay for MDR1-selective chemotherapeutics: Primary screen using the drug-selected MDR subline cells KB-V1. KB-V1 MDR cells viability, CellTiter-Glo, 72 h. Potency, µM (series often up to 46.1 µM), for the others: top-dose activity change, negative = cytotoxicity, usual class: cytotoxic. hit rate 3.4% among 400,000; also: potency is read from the fitted curve at half-maximal effect; % is scaled to controls: 0 for no effect and ±100 for the full control effect; nearly all actives have a fitted effect of over 60% in size
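Following 72 h at 37 degrees C with compound, KB-V1 cell viability was read by CellTiter-Glo luminescence, medium being phenol-red-free DMEM plus 10% FBS; concentration-response parameters came from normalized, curve-fitted qHTS data.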
IL-1B inflam inh – qHTS for Inhibitors of Inflammasome Signaling: IL-1-beta AlphaLISA Primary Screen; hit rate 4.7% among 360,000; activity change, % at 57.5 µM; THP-1 LPS/ATP IL-1B secretion, AlphaLISA, 16 h; stronger effect = lower value; in the data active = activity change below about -50%; inconclusive = mostly about -30% to -49%; also: % is scaled to controls: 0 for no effect and ±100 for the full control effect
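Secreted IL-1B measured by AlphaLISA bead assay after 16 h compound exposure of THP-1 cells; compounds (final up to 57.5 uM) added 1 h before LPS (250 ng/mL) and ATP (1.25 mM) stimulation; lower signal means less secretion.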
ATXN2 expr inh – Primary qHTS for Inhibitors of ATXN expression; HEK-293 ATXN2-luciferase reporter, luminescence, 24 h; Potency, µM (titrated, usually from 57 µM), for the others: at the top dose activity change, negative = inhibition, most hits filed as inhibitors; hit rate 0.72% among 360,000; AID 1745845, 2022; also: potency is read from the fitted curve at half-maximal effect; % is scaled to controls: 0 for no effect and ±100 for the full control effect; nearly all actives have a fitted effect of over 55% in size
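ATXN2-luciferase reporter cells (luciferase flanked by upstream and downstream ATXN2 gene portions) were treated 24 h at 37 °C with compounds at up to 57 uM. SteadyGlo luminescence gave expression; GF-AFC fluorescence gave viability.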
SW480 rerep – A quantitative high throughput screen for small molecules that induce DNA re-replication in SW480 colon adenocarcinoma cells | SW480 DNA re-replication, Hoechst DNA content imaging, 48 h | hit rate 1.8% among 340,000 | AID 624297, 2012 | Potency, µM (highest dose often 46.1 µM), inactives show at the top dose re-replication activation, usual class: activators; also: potency is read from the fitted curve at half-maximal effect; % of control where 0% means no effect; nearly all actives have a fitted effect of over 55% in size
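Cells (250 per well) received 23 nL compound or DMSO by pin tool and were kept 48 hr at 37 C, 5% CO2. Nuclei were then stained with Hoechst for 40 min and scanned for DNA content.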
Active calls of the source: *; i = inactive; ? = inconclusive; . = not tested or not shown; [ ] = dose if it differs, or a comment. Unless noted, calls follow the shape of the dose curve; as a rule, active = well fitted curve in the direction sought with a large enough effect; inconclusive = small, poorly fitted or top-dose-only effect, or another doubt; inactive = no such curve, though single readings can be large; an effect the other way counts as inactive or inconclusive.

SMILES | HT1080-NT tox | S2 tox | MCF10A rerep | KB-3-1 tox | HT1080 IDH1KD tx | KB-V1 cytotox | IL-1B inflam inh | ATXN2 expr inh | SW480 rerep
COc1cccc(-c2nc(NC(C)C)c3ccccc3n2)c1O | ? | i | ? | ? | ? | ? | ? | 1% | 9%
COc1ccc(-c2nc3ccccc3s2)cc1NC(=O)c1ccccc1OC | . | i | . | 4% | . | 0% | . | 55%[activator] | .
Cn1c(SCCOc2ccccc2F)nc2ccccc2c1=O | -12% | i | ? | 1% | -6% | ? | 10 | -5% | 5%
Cn1c(=O)c2cc(S(=O)(=O)NCCC(=O)NCC3CCCO3)ccc2n(C)c1=O (stereo unspecified) | -2% | i | 2% | 14% | 5% | 4% | 5 | -1% | -1%
COC(=O)[C@@]12CCCCN1[C@H](c1ccc(SC3CCCCC3)cc1)[C@H]1C(=O)N(C)C(=O)[C@H]12 | 10% | i | -2% | ? | 21% | -26% | 0 | -36% | -3%[9.22 µM]
CC(C)(C)NC(=O)C(c1ccc(-c2ccccc2)cc1)N(C[C@H]1CC[C@@H]([C@@H]2CC[C@H](CO)O2)O1)C(=O)c1ccc(-c2ccccc2)cc1 (stereo partly specified) | -21% | . | -17% | ? | ? | ? | -55* | ? | -16%[9.22 µM]
COc1cccc(C(=O)Nc2ccc(NC(=O)c3cc4ccccc4o3)c(OC)c2)c1 | 2% | ? | 10µM* | ? | 2% | -6% | 0 | -13% | ?
CCn1nc(C)cc1C(=O)N1CCCC(C(=O)c2ccc(Oc3ccccc3)cc2)C1 (stereo unspecified) | -4% | i | ? | -8% | 1% | ? | -5 | 1% | 3%
CCOc1ccc(NC(=O)CSc2ncc3c(n2)-c2ccc(Cl)cc2N(Cc2ccccc2)S3(=O)=O)cc1 | . | i | . | 4% | . | 3% | . | -3% | .
COc1cc2c(cc1OC)CN(CC(=O)Nc1ccc(F)cc1)C(C(=O)O)C2 (stereo unspecified) | 5% | i | 8% | 10% | 16% | 1% | 11 | -8% | -5%
Nc1nnn(CC(=O)N/N=C/c2ccccc2)n1 | 4% | i | -5% | 0% | -1% | 1% | -9 | . | -11%
O=C(Nc1ccc(S(=O)(=O)N2CCCC2)cc1)c1ccccc1 | -13% | i | 3% | -28% | -5% | ? | -24 | 6% | -152%[inhibitor]
COc1ccccc1C(=O)NNS(=O)(=O)c1ccc(F)cc1 | 1% | i | -10% | 7% | 0% | -2% | 4 | 1% | -11%
Cc1cccnc1NC(=O)c1ccc2nc(N)sc2c1 | -4% | i | 0% | -12% | -6% | ? | 12 | 2% | 1%
O=C(O)c1ccccc1-c1ccccc1C(=O)Nc1ccc(OC(F)(F)F)cc1 | -16% | i | 12% | 15% | -20% | ? | 9 | -4% | 11%
CCOc1ccc(/C=N/NC(=O)c2cc3ccccc3cc2OC)cc1 | 0% | i | -1% | -5% | 12% | -4% | -11 | -8% | -2%
CCN1CCN(Cc2c(O)ccc3c2O/C(=C\C=C\c2ccccc2)C3=O)CC1 | ? | i | ? | 16µM* | ? | ? | -100* | ? | ?
O=C(c1cc(-c2ccc3c(c2)OCO3)on1)N1CCN(c2ccc(F)cc2)CC1 | -4% | i | -2% | ? | 13% | 5% | 12 | 1% | -1%
CN(C)c1ncnc2c1ccn2C1OC(CO)C(O)C1O (stereo unspecified) | 4.1µM* | i | 2.3µM* | 0.82µM* | 2.6µM* | ? | -29 | 1% | 15µM*
COc1ccc(CONS(=O)(=O)c2ccc(NC(C)=O)cc2)cc1Cl | -12% | i | 3% | ? | -26% | ? | 9 | -6% | -6%
CC1CCN(C(=O)CN(c2ccc3c(c2)OCCO3)S(=O)(=O)c2ccccc2)CC1 | 14% | ? | 1% | 9% | 4% | -19% | -16 | 20% | -10%
CCCNC(=O)c1cccc(S(=O)(=O)N2CC3(C)CC2CC(C)(C)C3)c1 (stereo unspecified) | -8% | i | 6% | -16% | -13% | 2.1µM* | 2 | -21% | 1%
O=C(CCN1C(=O)c2ccccc2C1=O)Nc1cccc(F)c1 | 0% | i | 4% | 11% | 5% | -4% | -10 | 17% | -2%
O=C(Nc1cccc(S(=O)(=O)N2CCOCC2)c1)c1cc2c(s1)CCC2 | 1% | i | 1% | -1% | -1% | -13% | -8 | 6% | 0%
COC(=O)c1ccccc1NC(=O)c1cc(-c2ccc(O)cc2)on1 | 1% | i | -12% | 5% | 12% | 0% | -11 | -19% | -21%
COc1cccc(C(=O)NNS(=O)(=O)c2ccc(F)cc2)c1 | -4% | i | 1% | -4% | 2% | 20% | -3 | . | 1%
COc1ccc(Cl)cc1NC(=O)C(C)OC(=O)c1ccc(NS(=O)(=O)c2ccc3[nH]c(=O)[nH]c3c2)cc1 (stereo unspecified) | -15% | i | ? | 29% | ? | -4% | ? | -7% | -2%
COc1cc(C(=O)Nc2ccc(Oc3ncnc4sc(-c5ccccc5)cc34)cc2)cc(OC)c1OC | 6% | ? | 8% | -20% | ? | ? | 5 | ? | 16%
Cn1c(=O)n(C)c2cc([N+](=O)[O-])c(N3CCN(S(=O)(=O)c4ccc5ccccc5c4)CC3)cc21 | 0% | i | -7% | -30% | 7%[9.24 µM] | ? | ? | 0% | 3%
CC(=O)N1CCc2cc(S(=O)(=O)NC(CC(C)C)C(=O)NCc3ccccc3)ccc21 (stereo unspecified) | . | i | . | -1% | . | ? | . | 0% | .
CN(Cc1nc2ccccc2n1C)C(=O)c1ccco1 | 6% | i | 2% | 2% | 11% | 0% | 9 | 4% | 0%
CN(C(=O)c1ccncc1)c1nnc(-c2cccnc2)s1 | 16% | i | -4% | 0% | 11% | 17% | 3 | 1% | -5%
COc1cccc(CN2CCNC(=O)C2CC(=O)NC2CCCCCCC2)c1 (stereo unspecified) | -13% | i | ? | ? | -16% | 0% | 8 | 7% | 7%
Cc1ccc(C(=O)NCC(=O)O)o1 | 5% | ? | 14% | 4% | 10% | -15% | -2 | 4% | -12%
CCCCNS(=O)(=O)c1ccc2nc(SCC(=O)N3CC(C)OC(C)C3)[nH]c2c1 (stereo unspecified) | -4% | i | 5% | -31% | -1% | 5% | 14 | 8% | -5%[9.22 µM]
CC(C)(C)c1ccc(-c2nnc(-c3ccccc3NC(=O)c3cccc(C(F)(F)F)c3)o2)cc1 | . | i | . | 17% | . | ? | . | 8% | .
c1cncc(CNc2ncnc3sc4c(c23)CCCC4)c1 | -19% | i | -1% | -16% | -13% | ? | 46 | -3% | 2%
Cc1ccc(N2C(=O)c3n[nH]c(C)c3C2c2ccccc2Cl)cc1 (stereo unspecified) | . | i | . | -5% | . | ? | . | -3% | .
CCn1cc(C(=O)NCc2ccc(C)o2)c2cc(OC)c(OC)cc2c1=O | 3% | i | -2% | 18% | 3% | -11% | 14 | 4% | -3%
Cc1ccc(-n2ncc3c2CCCC3NC(=O)c2ccccc2N2CCOCC2)cc1C (stereo unspecified) | -7% | i | -5% | . | 2% | . | -15 | -8% | 1%

Of the compounds above, three have two or more sulfur atoms:
SMILES | HT1080-NT tox | S2 tox | MCF10A rerep | KB-3-1 tox | HT1080 IDH1KD tx | KB-V1 cytotox | IL-1B inflam inh | ATXN2 expr inh | SW480 rerep
CCOc1ccc(NC(=O)CSc2ncc3c(n2)-c2ccc(Cl)cc2N(Cc2ccccc2)S3(=O)=O)cc1 | . | i | . | 4% | . | 3% | . | -3% | .
O=C(Nc1cccc(S(=O)(=O)N2CCOCC2)c1)c1cc2c(s1)CCC2 | 1% | i | 1% | -1% | -1% | -13% | -8 | 6% | 0%
CCCCNS(=O)(=O)c1ccc2nc(SCC(=O)N3CC(C)OC(C)C3)[nH]c2c1 (stereo unspecified) | -4% | i | 5% | -31% | -1% | 5% | 14 | 8% | -5%[9.22 µM]

Further compounds:
SMILES | HT1080-NT tox | S2 tox | MCF10A rerep | KB-3-1 tox | HT1080 IDH1KD tx | KB-V1 cytotox | IL-1B inflam inh | ATXN2 expr inh | SW480 rerep
COc1ccc(C2=NN(c3nc4ccccc4s3)C(=O)/C2=C\N(C)C)cc1 | 7% | i | 16% | ? | -1% | 1% | 24 | 7% | -3%
COc1cc(C2CC(=O)c3c(ccc4ccccc34)N2)ccc1O (stereo unspecified) | -13% | i | -3% | -1% | -7% | -16% | -6 | 12% | -3%
C/C(=N/NC(=O)c1cc(Cl)ccc1O)C12CC3CC(CC(C3)C1)C2 | 0% | i | 5% | 4% | 2% | 22% | 32 | 24% | -1%
CC1NC(=O)N(C)[C@@H]2NC(=O)N(C)C(c3ccc([N+](=O)[O-])cc3)[C@@H]12 (stereo partly specified) | 11% | i | -2% | 4% | 10% | ? | 7 | -1% | -3%
O=C(CNS(=O)(=O)c1ccc(Cl)cc1)OCC(=O)N1CCCc2ccccc21 | 0% | i | -10% | -2% | 1% | 17% | 2 | -8% | -4%
CC(C)N=C(Nc1ccc(Cl)cc1)c1cccnc1 | 2% | i | 403%[0.0737 µM] | 8% | 10% | 0% | 6 | 3% | -35%[inhibitor]
Cc1ccc(C)c(Cn2c3ccccc3c3cnn(CC(=O)NC4CCCCCC4)c(=O)c32)c1 | . | i | . | 3% | . | 23% | . | -6% | .
CCN(Cc1ccccc1)C(=O)Cn1c(=O)n(-c2ccc(C)c(C)c2)c(=O)c2c(C)c(C)sc21 | . | i | . | 4% | . | ? | . | -5% | .
COc1cc(CNC(=O)C2CCC(=O)N(C3CCCCCC3)C2)cc(OC)c1 (stereo unspecified) | 3% | i | 4% | 6% | 6% | ? | 22 | 9% | -13%
Cc1cc(NC(=O)COC(=O)c2cccc(O)c2)no1 | 0% | . | -2% | -16% | 5% | 2% | -12 | . | 0%
